# Screens deposited in PubChem BioAssay by several laboratories.
# PKA-R2B act: PKA-R2B complex activation; PKA-R2B holoenzyme dissociation, Cy5-IP20 fluorescence polarization; R2B truncated from residue 108, S112A mutant; 0% DMSO only, 100% 113 µM cGMP; activation, % at 11.4 µM; 0.079% of 340,000 active; AID 504700;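 active = activation above a cutoff set at the mean over all compounds plus 3 SD, cut at about 18% in these data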;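 also: higher means more holoenzyme dissociation and a rise in polarization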
# Target sequence (P31323 whole entry, looked up, other chains not shown, the tested form may be a part): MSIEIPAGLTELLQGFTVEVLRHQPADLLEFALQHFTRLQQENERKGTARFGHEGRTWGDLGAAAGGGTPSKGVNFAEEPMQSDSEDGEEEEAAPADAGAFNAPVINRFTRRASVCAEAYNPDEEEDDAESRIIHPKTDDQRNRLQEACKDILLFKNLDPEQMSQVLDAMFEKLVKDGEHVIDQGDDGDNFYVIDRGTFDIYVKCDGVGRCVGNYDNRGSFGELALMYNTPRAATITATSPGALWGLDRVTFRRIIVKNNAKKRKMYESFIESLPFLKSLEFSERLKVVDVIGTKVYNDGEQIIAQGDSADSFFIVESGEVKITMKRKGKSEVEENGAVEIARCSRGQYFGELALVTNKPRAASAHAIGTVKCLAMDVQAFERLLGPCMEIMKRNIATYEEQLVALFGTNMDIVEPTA
# SR-BI uptake up: SR-BI HDL lipid transfer activation; 0.096% of 320,000 active; CHO ldlA[mSR-BI] cells, DiI-HDL uptake fluorescence, 3 h; 100 = double the neutral-control signal; activation, % at 12.5 µM;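 active = mean replicate activation of at least 60% and every replicate at or above 60%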;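 also: 0% = median plate neutral-control signal and 100% = twice that signal; values of inactives mirror those of a sister screen read the other way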
#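 Material – SR-BI-overexpressing, LDLR-lacking CHO cells · Medium – BSA-supplemented, HEPES-buffered Ham's F12, pH 7.4 · Doses – single concentration · Times – compound with DiI-HDL co-incubation, 3 h at 37 °C · Measured by – bottom-read fluorescence, 550/595 nm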
# NSD2 HMT inh: NSD2 (human) methyltransferase inhibition. O96028. NSD2 peptide methylation, AlphaScreen, 120 min. inhibition, % at 12.5 µM. 0.54% of 310,000 active; in the data active = inhibition above about 50%
# DAGLB inhibitor: diacylglycerol lipase beta (human) inhibition | Q8NCG7 | inhibition, % at 5.17 µM | HEK293T DAGLB membrane lysate, EnzChek fluorogenic substrate | 0.059% of 340,000 active | AID 504411; in the data active = inhibition above about 34%;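 also: 0% = enzyme with vehicle and 100% = wells lacking enzyme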
# LANA DNA inh: inhibitors of KSHV LANA C-terminal domain DNA binding; MBP-C-LANA/FAM-LBS DNA binding, fluorescence polarization; inhibition, % at 9 µM; 0.078% of 340,000 active;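 active = highest replicate inhibition at or above 60% at 9 µM, even if other replicates fall short; inactive = all replicates below 60% inhibition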;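 also: 0% = neutral control wells and 100% = 4 µM acridine orange control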
# PvdQ inh: blocks Pseudomonas aeruginosa PvdQ acylase activity. inhibition, % at 10 µM. 0.063% of 340,000 active. purified PvdQ acylase, fluorescence plate reader; in the data active = inhibition above about 30%, passing the limit was not always enough;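 also: 0% = vehicle neutral wells and 100% = reference inhibitor wells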
# Arrestin-AP2 inh: blocks beta-arrestin peptide binding to AP2 adaptin; FITC-arrestin peptide / GST-AP2 beads, flow cytometry; AP2 beta2 appendage carries R879A mutation; inhibition, % at 10 µM; 0.31% of 340,000 active;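 active = inhibition above a set limit, near 3 SD of compounds lacking own fluorescence, cut at about 54% in these data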;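 also: plate controls were DMSO wells for no effect and 5 µM unlabelled arrestin peptide for full effect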
#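 system = GST-tagged AP2 beta2-adaptin appendage (R879A) on 4 µm glutathione beads | reagent = FITC-labelled arrestin peptide probe, 50 nM final | schedule = compound with beads 12 min RT, then probe 1 h RT | signal = HyperCyt-sampled flow cytometry, FL1 channel, ex 488/em 535 nm | read-out = percent response from loss of bead-bound FITC fluorescence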
# Keap1 Nrf2 FP: disrupts human Keap1 binding to Nrf2 peptide; Q14145; Keap1 Kelch-Nrf2 peptide fluorescence polarization, 1536-well; inhibition, % at 9.4 µM; 0.15% of 340,000 active; AID 504523; in the data active = inhibition above about 12%;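 also: human Keap1 Kelch domain with fluorescein labeled Nrf2 9mer peptide probe; 0% = neutral control wells and 100% = peptide positive control; higher means more block of Keap1 binding to Nrf2 peptide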
# Target sequence (Q14145 whole entry, looked up, the tested form may be a part): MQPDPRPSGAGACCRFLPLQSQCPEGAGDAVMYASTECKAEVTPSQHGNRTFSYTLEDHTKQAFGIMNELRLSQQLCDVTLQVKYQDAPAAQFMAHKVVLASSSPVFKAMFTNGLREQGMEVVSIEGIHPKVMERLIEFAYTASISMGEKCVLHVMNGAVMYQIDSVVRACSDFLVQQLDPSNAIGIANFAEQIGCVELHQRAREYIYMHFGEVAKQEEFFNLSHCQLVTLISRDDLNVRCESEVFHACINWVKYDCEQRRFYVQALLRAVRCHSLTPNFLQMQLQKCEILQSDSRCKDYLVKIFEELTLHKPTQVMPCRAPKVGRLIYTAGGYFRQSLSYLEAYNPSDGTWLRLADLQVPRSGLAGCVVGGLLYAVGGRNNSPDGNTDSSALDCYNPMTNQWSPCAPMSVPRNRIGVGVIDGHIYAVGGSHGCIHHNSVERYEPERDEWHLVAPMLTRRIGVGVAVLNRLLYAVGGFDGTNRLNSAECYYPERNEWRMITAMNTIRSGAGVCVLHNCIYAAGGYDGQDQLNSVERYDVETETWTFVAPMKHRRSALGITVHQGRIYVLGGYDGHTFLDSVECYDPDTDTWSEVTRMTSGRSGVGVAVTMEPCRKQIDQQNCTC
# SR-BI HDL uptake: inhibitors of mouse SR-BI mediated HDL lipid uptake; ldlA[mSR-BI] CHO cells, DiI-HDL uptake fluorescence, 3 h; inhibition, % at 12.5 µM; 0.96% of 320,000 active; AID 488896;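 active = mean replicate inhibition of at least 70% and a set share of replicates each scoring 70 or more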;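 also: 0% = median of neutral control wells and 100% = median of positive control wells; values of inactives mirror those of a sister screen read the other way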
# RTF Ca sens inh: cardiac RTF calcium desensitization. 0.12% of 340,000 active. IANBD-labeled cardiac RTF, Ca2+ fluorescence. P19429+P45379. inhibition, % at 7.15 µM. AID 493244;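 active = inhibition above the mean inhibition of all tested compounds plus 3 SD, cut at about 17% in these data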;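 also: assay run at fixed EC70 calcium of 1.6 mM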
# The depositor's hits bear a star; / = no result given.
molecule	PKA-R2B act	SR-BI uptake up	NSD2 HMT inh	DAGLB inhibitor	LANA DNA inh	PvdQ inh	Arrestin-AP2 inh	Keap1 Nrf2 FP	SR-BI HDL uptake	RTF Ca sens inh
CCCCn1c(N)c(N(CCOC)C(=O)c2ccc(C)c(S(=O)(=O)N3CCOCC3)c2)c(=O)[nH]c1=O	-5	19	1	1	-0.2	-14	-7	-5	-19	6
O=C(/C=C/c1ccco1)OCC(=O)c1cccc([N+](=O)[O-])c1	1	/	-2	0	0.4	-11	4	-3	/	-9
CC1CN(C(=O)c2cc(S(=O)(=O)N3CCCC3)ccc2Cl)CC(C)O1 (centres undefined)	-3	-5	-4	-1	1.8	-16	-20	-3	5	1
C=CCOc1ccc(/C=C/C(=O)OCC(=O)N2CCCc3ccccc32)cc1	-9	-1	-1	-3	0.3	1	24	1	1	6
COc1ccccc1-n1cnnc1SC(C)C(=O)Nc1ccc(NC(C)=O)cc1 (centres undefined)	-2	14	-1	-2	-1.5	-12	-2	-2	-14	-3
COCCCNC(=O)Cn1nnc(-c2ccc(NC(=O)c3ccccc3OC)cc2)n1	6	-50	1	4	0.2	17	35	-4	50	2
CCC(C)(C)NC(=O)Nc1cc(Cl)ccc1OC	1	-24	0	0	0.8	-13	-1	-9	24	-12
O=S(=O)(c1ccccc1)N1N=C(c2cccs2)CC1c1ccc(F)cc1 (centres undefined)	-4	16	5	-3	-4.0	-22	7	0	-16	-7
COc1ccc(S(=O)(=O)N(CC(=O)NC2CCCC2)c2ccccc2OC)cc1	-1	-13	6	-2	-1.1	-16	1	-4	13	-4
O=C1C2ON(c3ccccc3)C(c3cccnc3)C2C(=O)N1c1ccc(Cl)c(Cl)c1 (centres undefined)	2	-2	/	4	1.8	-7	7	3	2	-12
CS(=O)(=O)c1ccc(Cl)c(NC(=O)CSc2nc3ccccc3c(=O)n2Cc2ccco2)c1	0	5	-2	-3	1.0	1	8	-1	-5	-10
COc1ccccc1C(=O)NCCC(=O)Nc1ncccc1O	-1	3	-1	-1	-1.8	-11	7	-6	-3	4
CCN(c1ccccc1)S(=O)(=O)c1ccc(OC)c(NC(=O)CNCC(C)O)c1 (centres undefined)	-13	-1	-1	0	-1.0	10	29	-2	1	7
Cc1ccc(S(=O)(=O)Cc2ccc(C(=O)N3CCCCCC3)o2)cc1	4	5	/	-3	-0.5	-18	-1	-4	-5	-9
COc1ccccc1S(=O)(=O)N1CCn2cccc2C1C (centres undefined)	-20	10	5	-2	0.2	13	23	0	-10	-3
CC(C)c1nnc(NC(=O)CS(=O)(=O)c2ccccc2)s1	0	2	1	3	-0.2	-14	-14	5	-2	1
O=C(Nc1cccc(Cl)c1)N1CCN(c2ncccn2)CC1	-7	-26	-3	-2	0.1	-1	29	-3	26	-4
CC(=O)N(C(C)=O)c1nc(-c2ccccc2)cn1/N=C/c1ccccc1	3	-13	16	1	-0.5	-5	2	-1	13	-6
COc1ccc(NC(=O)CN(C)C(=O)c2cc(-c3ccc(C)o3)nc3ccccc23)cc1	-2	-13	-1	-1	-0.5	-4	2	3	13	-5
CC(=O)Nc1ccc(OCC(O)Cn2c3ccccc3c3ccccc32)c(C)c1 (centres undefined)	4	-39	-1	3	-1.7	5	20	-4	39	3
COc1ccccc1C(=O)Nc1c2c(nn1-c1cccc(C)c1C)CS(=O)(=O)C2	-2	-19	-3	-1	-2.7	5	43	5	19	-4
CCOC(=O)C1CCCN(C(=O)C2CCN(C(=O)Nc3ccccc3)CC2)C1 (centres undefined)	12	-7	-2	1	-0.8	-13	3	-4	7	-2
Cc1nnc(SCC(=O)Nc2ccccc2)n(N)c1=O	-1	17	-8	0	-1.2	5	3	2	-17	-1
O=C(COC(=O)c1ccccc1NCCO)Nc1ccc(S(=O)(=O)NC2=NCCCCC2)cc1	-8	-22	-5	-3	0.9	-8	12	-1	22	0
CCOC(=O)c1ccc(NC(=O)CN2C(=O)CCC2=O)cc1	4	16	0	1	0.4	-17	-8	-5	-16	-7
O/N=C1\CC/C(=N\O)c2nn(-c3ccc(Cl)cc3Cl)nc21	2	-11	-1	1	-0.4	-14	-3	-6	10	0
COc1ccc(NC(=O)C2C(=O)NC3(C)CC2c2ccccc2O3)cc1 (centres undefined)	-4	40	-1	-4	0.5	1	7	-1	-40	2
CC1CCN(c2ccc(S(=O)(=O)NC3=NCCCCC3)cc2[N+](=O)[O-])CC1	-14	10	6	7	-1.2	-3	10	1	-10	10
COc1ccccc1OC(=O)c1ccc(S(=O)(=O)N(C)C)cc1	-6	/	-2	-4	0.5	-3	-3	1	/	-2
O=C(O)c1cccc(Cn2c(Cl)c(/C=N/NC(=O)c3cccc(O)c3)sc2=O)c1	-9	-3	5	3	0.8	9	42	-1	3	1

# 2 neighbouring compounds already listed, for reference:
molecule	PKA-R2B act	SR-BI uptake up	NSD2 HMT inh	DAGLB inhibitor	LANA DNA inh	PvdQ inh	Arrestin-AP2 inh	Keap1 Nrf2 FP	SR-BI HDL uptake	RTF Ca sens inh
CCCCn1c(N)c(N(CCOC)C(=O)c2ccc(C)c(S(=O)(=O)N3CCOCC3)c2)c(=O)[nH]c1=O	-5	19	1	1	-0.2	-14	-7	-5	-19	6
O=C(/C=C/c1ccco1)OCC(=O)c1cccc([N+](=O)[O-])c1	1	/	-2	0	0.4	-11	4	-3	/	-9

# Additional structures.
molecule	PKA-R2B act	SR-BI uptake up	NSD2 HMT inh	DAGLB inhibitor	LANA DNA inh	PvdQ inh	Arrestin-AP2 inh	Keap1 Nrf2 FP	SR-BI HDL uptake	RTF Ca sens inh
Cc1ccccc1N1C(=O)C(Oc2ccc(Cl)cc2)C1CNC(C)(C)C (centres undefined)	11	-1	-2	-3	0.3	-15	-2	-2	1	-14
Cc1ccc2c(c1)COc1c3ccc(C(=O)NCC4CC4)cc3nn1-2	-2	-42	/	-2	1.5	-7	-5	-1	42	5
O=C(c1ccccc1[N+](=O)[O-])N1CCN(Cc2ccc3c(c2)OCO3)CC1	-9	2	1	2	3.9	-8	14	1	-2	3
COCCOC(=O)C1=C(C)NC(=O)NC1c1ccc(-c2cc(Cl)ccc2Cl)o1 (centres undefined)	/	-21	-1	/	0.2	3	5	-3	21	/
O=C(c1ccc(F)cc1)n1cc(C(=S)N2CCOCC2)c2ccccc21	8	-37	2	-5	0.5	7	39	3	37	-6
COc1ccc(C)cc1C1=Nc2ccccc2C1(C)C	-15	-8	-3	-1	-0.4	1	33	-3	8	7
CCOc1ccc(OCCC(=O)OCC(=O)Nc2cc(S(=O)(=O)N3CCOCC3)ccc2OC)cc1	10	23	-2	-3	0.0	-13	3	-1	-23	0
O=C(Nc1ccc2c(c1)OCO2)C1CCN(c2ccc(S(=O)(=O)N3CCOCC3)cc2)CC1	-8	-19	18	2	-1.2	-1	-2	-9	19	2
O=C(COC(=O)c1ccccc1[N+](=O)[O-])NC(=O)c1ccccc1	-9	6	-1	-1	-0.6	-6	0	-3	-6	-9
O=C(CNS(=O)(=O)c1c(F)cccc1F)NC1CCCc2ccccc21 (centres undefined)	-3	-11	-2	1	4.4	11	-6	-1	11	-5
Cc1ccccc1NC(=O)C(=Cc1ccc(C(=O)O)cc1)C(=O)Nc1ccccc1C	-3	9	25	7	-1.6	-7	12	0	-9	-23
COc1ccc2c(c1)Cc1sc(NC(=O)c3ccccc3)nc1-2	-10	-35	128*	-1	0.9	-10	-8	-5	35	4
N#Cc1cccc(NC(=O)CCNC(=O)c2ccccc2Cl)c1	-12	5	-2	-1	0.1	4	36	0	-5	-2
NS(=O)(=O)c1ccc2nc(NC(=O)Nc3ccc(F)cc3)sc2c1	1	-22	3	-1	11	8	39	2	22	-27
CC1CC(C)CN(CCCNC(=O)CN2C(=O)COc3ccc(S(=O)(=O)N4CCOCC4)cc32)C1 (centres undefined)	-2	43	-4	0	1.1	-11	-8	-1	-43	-1
COc1ccc(S(=O)(=O)N2CCOCC2)cc1NC(=O)c1cc(C)oc1C	-5	-23	4	-2	-1.2	-1	30	2	23	-4
COc1cccc(C2CC(c3cccs3)=NN2S(C)(=O)=O)c1 (centres undefined)	3	-2	-1	-2	0.4	-19	-2	-7	2	-3
CC(C)NC(=O)NNC(=O)c1nn(-c2ccc(F)cc2)ccc1=O	-9	-2	-2	-1	1.4	-21	-10	-7	2	-3
CCC(C)N(C(=O)Cn1c(=O)cnc2ccccc21)C1CCS(=O)(=O)C1 (centres undefined)	-2	-6	0	3	-1.0	-14	-5	-1	6	-16
CC(C)Oc1cc(NC(=O)CS(=O)CC(=O)Nc2cccc(C(F)(F)F)c2)c(Cl)cc1Cl (centres undefined)	-4	-61	/	-8	0.6	-1	-5	0	61	-7
O=S(=O)(Nc1ccc(-c2ccc3nncn3n2)cc1)c1ccc(Cl)s1	10	8	-1	3	0.1	-9	-8	0	-8	-14
Cn1c(=O)oc2cc(S(=O)(=O)NCc3cccnc3)ccc21	12	/	-2	0	1.8	-12	-8	-4	/	-7
Cn1cnnc1SCC(=O)Nc1sccc1C#N	5	-2	-1	-1	4.0	6	5	4	2	-4
OC1CCCN(c2c3c(nc4cc(-c5cccc(F)c5)nn24)CCCC3)C1 (centres undefined)	-8	-64	-3	-2	-1.1	1	13	0	64	2
COc1ccc(C2C(C(=O)O)CCC(=O)N2c2ccc(C)cc2)cc1OC (centres undefined)	8	6	-1	-1	0.4	-6	-4	-2	-6	-5
COc1ccccc1-n1c(SCC(=O)N2CCCC2)nnc1-c1ccccc1	-1	21	0	0	-1.3	-5	-7	-2	-21	9
COc1ccc(/C=N/NC(=S)Nc2ccccc2)cc1COc1cccc(C)c1C	-1	/	-4	2	0.8	-3	7	-7	/	-3
CCOC(=O)N1CCN(C(=O)CSCc2ccc(Br)cc2)CC1	3	12	-1	-2	-0.4	-12	14	-6	-12	3
O=c1c2cc(Cl)ccc2[nH]c(=S)n1Cc1cccs1	-3	5	-2	-5	-1.2	2	17	-3	-5	6
O=C(CSc1nnnn1C1CCCC1)Nc1ccc2c(c1)OCO2	4	8	-1	2	1.1	-5	10	-1	-8	-3
CC(NC(=O)c1ccccc1SCC(=O)N1CCCC1)c1ccc(F)cc1 (centres undefined)	0	13	0	-1	0.5	-12	-5	0	-13	2
CC(C)C1(CCNC(=O)c2cccs2)CCOC(C)(C)C1 (centres undefined)	-3	/	-2	-1	-0.7	-9	-5	-3	/	-19

# Looked up above:
# RTF Ca sens inh, O=S(=O)(Nc1ccc(-c2ccc3nncn3n2)cc1)c1ccc(Cl)s1 : -14
# SR-BI uptake up, CC(NC(=O)c1ccccc1SCC(=O)N1CCCC1)c1ccc(F)cc1 (centres undefined) : 13
# PKA-R2B act, CCOC(=O)N1CCN(C(=O)CSCc2ccc(Br)cc2)CC1 : 3
